Screens from PubChem.
CHRM4 PAM = human M4 muscarinic receptor positive allosteric modulators, primary screen, CHO-K1 cells, Fluo-8 calcium fluorescence; CHO-K1 hM4/Gqi5, ACh EC20; 0% = ACh EC20, 100% = maximal ACh; hit rate 0.4% among 360,000; activation, % at 3 µM; Muscarinic acetylcholine receptor M4 (Homo sapiens), P08173; AID 624126, 2012;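 active means activation above its plate's cutoff, the mean activation of sample wells plus 3 SD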; further: some results filed as inactive read as strong as hits
Target sequence (P08173 whole entry, looked up): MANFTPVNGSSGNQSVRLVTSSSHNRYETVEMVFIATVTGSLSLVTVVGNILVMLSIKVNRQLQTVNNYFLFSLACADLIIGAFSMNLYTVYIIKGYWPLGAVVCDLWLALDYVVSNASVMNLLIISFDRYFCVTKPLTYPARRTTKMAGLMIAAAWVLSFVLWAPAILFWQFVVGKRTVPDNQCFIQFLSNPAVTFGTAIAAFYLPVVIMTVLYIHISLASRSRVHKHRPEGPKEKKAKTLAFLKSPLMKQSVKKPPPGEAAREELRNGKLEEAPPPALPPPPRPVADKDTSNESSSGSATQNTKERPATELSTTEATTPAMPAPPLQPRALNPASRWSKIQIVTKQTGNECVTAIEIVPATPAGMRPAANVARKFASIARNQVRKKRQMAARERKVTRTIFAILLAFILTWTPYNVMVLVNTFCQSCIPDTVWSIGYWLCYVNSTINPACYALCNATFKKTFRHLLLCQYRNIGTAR
M1 PAM parental = nonselective calcium activators in parental CHO-K1 cells, primary screen, counter-screen for M1 PAM project, cell-based, Fluo-8 calcium fluorescence, full deck, 1536-well; ATP EC20; 0% at ATP EC20, 100% at ATP max; activation, % at 3 µM; hit rate 0.02% among 360,000;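 active means activation above the run cutoff, the mean activation of all test compounds plus 3 SD, cut at about 40% in these data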;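 further: peak over basal fluorescence ratio in a 140 s read after ATP addition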
CHO-K1 Ca ag = counter-screen for M1 agonists: effect in parental CHO-K1 cells. AID 602248, 2012. activation, % at 3 µM. hit rate 0.48% among 360,000. Fluo-8 calcium fluorescence; scaled to maximal ATP response, vehicle zero; in the data active means activation above about 15%;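 further: untransfected CHO-K1 host cells lacking M1 receptor as counterscreen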
M4 ag = human M4 muscarinic receptor agonists, primary screen, CHO-K1 cells, Fluo-8 calcium fluorescence. AID 624127, 2012. hit rate 0.14% among 360,000. activation, % at 3 µM. Muscarinic acetylcholine receptor M4 (Homo sapiens), P08173. CHO-K1 hM4/Gqi5; vehicle 0%, full acetylcholine response 100%;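 active means activation above the run mean over all test wells plus 3 SD, cut at about 32% in these data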;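 further: peak over basal fluorescence ratio per well then scaled between controls; 0% = DMSO wells and 100% = acetylcholine at EC100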
M5 PAM = human M5 muscarinic receptor positive allosteric modulators, primary screen, CHO-K1 cells, Fluo-8 calcium fluorescence; hit rate 0.3% among 360,000; AID 624038, 2012; CHO-K1 hM5, ACh EC20 PAM; 0% = ACh EC20, 100% = ACh EC100; activation, % at 3 µM;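 active means activation above the run cutoff, the mean activation of all test compounds plus 3 SD, cut at about 18% in these data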
Target sequence (P08912 whole entry, looked up): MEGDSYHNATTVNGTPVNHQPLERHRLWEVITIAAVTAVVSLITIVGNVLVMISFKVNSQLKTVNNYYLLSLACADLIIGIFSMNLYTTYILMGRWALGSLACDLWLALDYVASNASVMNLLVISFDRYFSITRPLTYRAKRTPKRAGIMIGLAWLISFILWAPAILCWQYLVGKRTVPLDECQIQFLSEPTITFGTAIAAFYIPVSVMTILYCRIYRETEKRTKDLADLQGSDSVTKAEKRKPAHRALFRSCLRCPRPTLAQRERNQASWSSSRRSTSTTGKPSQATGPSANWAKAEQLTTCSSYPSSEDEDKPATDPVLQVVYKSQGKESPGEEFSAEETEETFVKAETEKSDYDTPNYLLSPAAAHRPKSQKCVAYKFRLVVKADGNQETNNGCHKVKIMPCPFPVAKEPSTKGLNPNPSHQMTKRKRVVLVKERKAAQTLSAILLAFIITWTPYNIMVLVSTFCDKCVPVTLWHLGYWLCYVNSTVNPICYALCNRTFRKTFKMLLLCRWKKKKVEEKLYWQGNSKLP
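Replicates: One well per compound, no replicates | System: Human M5 receptor in CHO-K1 cells | Benchmarks: Low control EC20 acetylcholine (0%), high control EC100 acetylcholine (100%) | Probe or stimulus: Acetylcholine, EC20 level | Times: Fluo-8 loading 80 min at 37 °C plus 30 min room temperature | Signal: Intracellular calcium via Fluo-8 fluorescence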
CHRM5 agonist = human M5 muscarinic receptor agonists, primary screen, CHO-K1 cells, Fluo-8 calcium fluorescence | Muscarinic acetylcholine receptor M5 (Homo sapiens), P08912 | CHO-K1 hM5 cells; 0% DMSO wells, 100% maximal acetylcholine response | activation, % at 3 µM | hit rate 0.19% among 360,000 | AID 624037, 2012;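 active means activation above the run's mean over test compounds plus 3 SD, cut at about 23% in these data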;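 further: signal is peak over basal fluorescence ratio across the kinetic read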
CHO-K1 Ca antag = nonselective inhibitor or artifact in parental CHO-K1 cells; hit rate 0.6% among 360,000; inhibition, % at 3 µM; ATP-induced calcium, Fluo-8 fluorescence;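 active means inhibition above a per-plate cutoff, the plate's mean sample inhibition plus 3 SD, cut at about 24% in these data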;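 further: 0% = DMSO plus EC80 ATP and 100% = DMSO alone without ATP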
M5 antag = human M5 muscarinic receptor antagonists, primary screen, CHO cells, Fluo-8 calcium fluorescence. Muscarinic acetylcholine receptor M5 (Homo sapiens), P08912. CHO-hM5 cells, ACh EC80. inhibition, % at 3 µM. hit rate 0.59% among 360,000;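 active means inhibition above a per-plate cutoff, the mean of that plate's test compounds plus 3 SD, cut at about 27% in these data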;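 further: 0% = acetylcholine EC80 with DMSO and 100% = DMSO without agonist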
M4 antag = human M4 muscarinic receptor antagonists, primary screen, CHO cells, Fluo-8 calcium fluorescence | CHO-hM4 cells, ACh EC80 | inhibition, % at 3 µM | hit rate 0.73% among 360,000;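 active means inhibition above its plate's cutoff, the mean inhibition of sample wells plus 3 SD, cut at about 27% in these data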;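 further: 0% = acetylcholine EC80 with DMSO and 100% = DMSO without agonist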
* marks the source's active call; other numbers are inactive results.

SMILES	CHRM4 PAM	M1 PAM parental	CHO-K1 Ca ag	M4 ag	M5 PAM	CHRM5 agonist	CHO-K1 Ca antag	M5 antag	M4 antag
CC(C)Oc1cc(F)ccc1-c1cc(C(=O)NCCCn2ccnc2)[nH]n1	-4	-5	-0.1	1	-1	-3	5	12	4
COC(=O)c1cc(C#N)c(OC)nc1C	-3	-3	1.4	1	-5	-4	5	1	5
COC(=O)C1=C(N)Oc2cc(C)[nH]c(=O)c2C1c1cc(OC)c(OC)c(OC)c1 (stereo unspecified)	7	18	0.8	0	-3	-4	-9	-2	-4
O=C(Nc1cccc(O)c1)c1ccc(NC(=O)c2cccs2)cc1	-4	9	3.4	9	-13	-5	1	24	4
CCC(O)c1cnc(OCc2ccccc2)nc1OCc1ccccc1 (stereo unspecified)	-4	18	0.1	0	-2	-2	-10	4	0
Cc1ccc(-n2nc3c(=S)[nH]nc(C)c3c2C)cc1	11	-7	-0.6	-3	-6	-6	-1	-5	-8
COc1ccc(CNC(=O)CCC(=O)Nc2nnc(C(F)(F)F)s2)cc1	6	11	0.8	1	4	-2	-7	8	2
O=C(O)c1cc2nc(-c3ccc(F)cc3)cc(C(F)(F)F)n2n1	9	18	1.4	0	7	-3	1	-5	0
CCCN1CCN(CCCNC(=O)C2CCN(c3nnc(-n4cccc4)s3)CC2)CC1	-3	-3	0.0	1	5	-2	6	-3	6
CCN(CC)CCNC(=O)c1ccc(NC(=O)Cc2ccc(OC)c(S(=O)(=O)N3CCOCC3)c2)cc1	4	-7	0.0	1	0	-4	2	12	-9
Cc1c(Br)cc(-c2nnco2)cc1Br	0	8	-0.1	-1	4	2	-10	2	4
C/C(CC1(O)C(=O)N(Cc2ccccc2)c2ccccc21)=N\O (stereo unspecified)	2	16	0.3	1	2	-6	-19	1	-1

Entries of single compounds, quoted from the list.
`COC(=O)c1cc(C#N)c(OC)nc1C` across the screens: CHRM4 PAM = -3; M1 PAM parental = -3; CHO-K1 Ca ag = 1.4; M4 ag = 1; M5 PAM = -5; CHRM5 agonist = -4; CHO-K1 Ca antag = 5; M5 antag = 1; M4 antag = 5
`Cc1ccc(-n2nc3c(=S)[nH]nc(C)c3c2C)cc1` across the screens: CHRM4 PAM = 11; M1 PAM parental = -7; CHO-K1 Ca ag = -0.6; M4 ag = -3; M5 PAM = -6; CHRM5 agonist = -6; CHO-K1 Ca antag = -1; M5 antag = -5; M4 antag = -8

Back to the main list with the six entries that preceded the break.
SMILES	CHRM4 PAM	M1 PAM parental	CHO-K1 Ca ag	M4 ag	M5 PAM	CHRM5 agonist	CHO-K1 Ca antag	M5 antag	M4 antag
COc1ccc(CNC(=O)CCC(=O)Nc2nnc(C(F)(F)F)s2)cc1	6	11	0.8	1	4	-2	-7	8	2
O=C(O)c1cc2nc(-c3ccc(F)cc3)cc(C(F)(F)F)n2n1	9	18	1.4	0	7	-3	1	-5	0
CCCN1CCN(CCCNC(=O)C2CCN(c3nnc(-n4cccc4)s3)CC2)CC1	-3	-3	0.0	1	5	-2	6	-3	6
CCN(CC)CCNC(=O)c1ccc(NC(=O)Cc2ccc(OC)c(S(=O)(=O)N3CCOCC3)c2)cc1	4	-7	0.0	1	0	-4	2	12	-9
Cc1c(Br)cc(-c2nnco2)cc1Br	0	8	-0.1	-1	4	2	-10	2	4
C/C(CC1(O)C(=O)N(Cc2ccccc2)c2ccccc21)=N\O (stereo unspecified)	2	16	0.3	1	2	-6	-19	1	-1
Cc1cnc(NC(=O)c2cccc(S(=O)(=O)N3CC(C)OC(C)C3)c2)s1 (stereo unspecified)	-3	15	1.6	2	1	4	-9	7	-6
CCN(c1ccccc1)S(=O)(=O)c1ccc(N2CCN(c3ccc(OC)cc3)CC2)nc1	1	-1	0.2	1	-9	2	14	5	10
Cc1ccc(S(=O)(=O)N2CCC(C(=O)N3CCC(C(=O)NCc4cccnc4)CC3)CC2)cc1	-1	-14	-0.4	1	-1	3	10	-7	-7
O=C(NCCCN1CCOCC1)C1CC(=O)N(CCc2ccccc2)C1 (stereo unspecified)	6	-4	0.1	1	-4	0	3	1	6
CCOC(=O)c1c(NC(=O)C2CCCCC2)sc2c1CCN(C(C)C)C2	-10	16	-0.1	1	-6	1	-15	1	1
CCOc1ccc(-c2nc(N)ncc2-c2ccccc2OC)c(O)c1	0	19	0.9	1	1	-6	-11	7	0
COc1ccc(-c2nc3nc(C)cc(=O)n3[nH]2)cc1	-8	24	2.4	1	4	-1	-3	2	2
COc1ccccc1Nc1c([N+](=O)[O-])cc(C)cc1[N+](=O)[O-]	-1	25	1.5	2	-8	-7	-7	7	-3
CC(Sc1nc2ccccc2s1)C(=O)N1CCOCC1 (stereo unspecified)	4	5	0.3	1	4	-12	-1	-3	-1
Cc1cc2nc(N3C(=O)CNC3=S)sc2cc1C	3	13	0.3	1	-4	1	3	1	8
CCCN(CC(=O)Nc1ccccc1C)C(=O)C1CCN(C(=O)Nc2ccccc2)CC1	21*	-4	0.9	2	-7	0	-1	11	-19
Cc1sc2ncnc(SCC(=O)N3c4ccccc4Sc4ccc(Cl)cc43)c2c1C	-2	11	-0.2	0	7	-3	6	-7	7
Cn1c(C2=C(O)CN(c3ccccc3)C2=N)nc2ccccc21	2	8	0.6	2	3	-2	-5	0	2
O=C(Nc1ccccc1F)c1ccc(Cn2cc(Cl)cn2)cc1	10	20	2.1	1	-1	2	-3	2	-1
CCc1cccc(CC)c1N1C(=O)C2=C(SCCCS2)C1=O	-13	-2	26*	34*	-9	11	12	12	7
COc1ccc(Cl)cc1NS(=O)(=O)c1cccc(C(=O)NC2CC2)c1	4	14	2.0	5	7	2	-18	5	2
O=C(Cn1cc(COc2ccc3ccccc3c2)nn1)NS(=O)(=O)c1cccc(OC(F)F)c1	5	1	0.2	0	0	-1	-2	2	-8
COc1cc(NC(=O)C2CCCN(S(=O)(=O)c3cccc4nsnc34)C2)cc(OC)c1 (stereo unspecified)	-10	0	1.2	5	-13	-3	-5	3	4
CCC(=O)n1nc(-c2ccco2)nc1SCc1ccccc1	7	15	0.3	1	4	-6	-4	5	-10
CC[C@]12c3[nH]c4ccc(Cl)cc4c3CCN1C(=O)[C@@H](CC(=O)NCc1cccc(C(F)(F)F)c1)C[C@@H]2C(=O)N1CCN(C(=O)c2ccco2)CC1	4	15	0.3	1	-1	0	8	-9	-9
CC(O)CCc1ccc(O)cc1 (stereo unspecified)	2	10	0.6	1	1	-3	-2	0	0
CCN(CC)C(=O)c1cccc(-c2csc(C(O)c3cccc(OC)c3)n2)c1 (stereo unspecified)	-8	-9	13	16	-11	6	9	10	6
O=C(SCC(O)C(O)CS)c1cccs1 (stereo unspecified)	9	8	2.4	14	-4	-2	-11	13	-9
CCN(CC)C(=O)CSc1nnc(CNc2ccc(F)cc2)o1	-1	11	0.3	0	7	-6	1	0	2
C=CCN(C(=O)c1csnn1)C(C(=O)NC1CCCC1)c1ccc(Cl)cc1 (stereo unspecified)	-2	7	1.2	2	-6	-4	-13	15	-1
CCC1OC(C)Cc2[nH][nH]c(=O)c21 (stereo unspecified)	8	25	1.1	1	-7	0	-18	10	-9
CCCCCC(=O)N1C[C@@H](O)[C@H](n2cc(C3CC3)nn2)C[C@@H]1c1ccc(C)cc1	-5	2	0.6	1	0	-1	-2	10	3
O=C(NCCCN1CCOCC1)c1ccc(CS(=O)(=O)Cc2ccccc2Cl)o1	-2	6	0.0	1	-6	0	-4	1	7
O=C(O)C[C@H]1c2ccccc2S(=O)(=O)N1C1CCCC1	10	-16	-0.3	1	7	0	-9	3	3
CNc1cnn(-c2ccccc2)c(=O)c1Cl	-4	11	-0.1	0	2	-6	-7	4	5
Cc1ccc(N2CCN(/N=C/c3c(C)nn(-c4ccccc4)c3Cl)CC2)cc1	5	4	-0.1	2	10	-2	-13	-15	-13
FC(F)(F)c1cccc(N/N=C/c2ccccc2)c1	-8	14	1.1	0	-5	-5	-1	5	8
Cc1cccn2cc(-c3ccc(NC(=O)Cc4ccccc4)cc3)nc12	3	27	2.0	3	-2	0	-6	-1	-1
C[C@@H]1CN([C@@H](C)CO)C(=O)c2cc(NC(=O)Nc3ccccc3)ccc2O[C@H]1CN(C)C(=O)Nc1cccc2ccccc12	7	14	0.7	3	-1	0	-15	1	-11
COc1ccc(S(=O)(=O)N2CCN(CC(=O)N3CCNC3=O)CC2)cc1OC	-5	1	0.3	3	2	2	-2	-6	-4
NC(=O)CN(N=Nc1cccc([N+](=O)[O-])c1)c1cccc([N+](=O)[O-])c1	-3	-2	2.5	3	-4	1	-3	-3	-2
COc1ccc(Cc2nc3ccc(C(=O)N4CCC[C@H]4CO)cc3o2)cc1	-1	-11	0.2	1	-7	-1	7	25	10
COc1ccc(Cn2nnnc2C(c2cc3ccc(OC)cc3[nH]c2=O)N2CCCCCC2)cc1 (stereo unspecified)	0	16	1.4	3	1	0	-22	-3	-17
NS(=O)(=O)c1ccc(Nc2nc(-c3ccc(O)cc3)cs2)cc1	-11	4	0.8	2	-11	1	6	12	19
Cc1ccc(-c2csc3ncnc(OCC(=O)NC(=O)NCc4ccco4)c23)cc1	8	5	0.2	3	3	0	-22	0	-14
Cc1ccc(C(=O)NCCC(=O)N2CCCC2)cc1	-3	-13	-0.1	1	2	-3	11	6	-8
CC(=O)c1ccccc1NC(=O)C1CCCN(C(=O)c2ccc(Cl)cc2)C1 (stereo unspecified)	3	2	0.8	4	5	0	-11	6	-5
CN(C)CCCN(C(=O)c1ccc(S(=O)(=O)N2CCCCC2)cc1)c1nc2cc3c(cc2s1)OCO3	-4	13	5.9	5	-2	-8	-6	-14	-1
Cc1nc2c(F)c(F)c(C(F)(F)F)c(F)c2[nH]1	1	17	3.5	6	-1	5	-6	3	-4
CCCCn1c(N)c(N(CC)C(=O)c2cccc(OC)c2)c(=O)[nH]c1=O	5	-7	0.7	0	0	0	-12	13	-1
